TNF necrop inh: inhibitors of TNF-alpha induced necroptosis in Jurkat FADD-/- cells; Jurkat FADD-/- TNF necroptosis rescue, ATP luminescence, 24 h; 0 = TNF only, 100 = no-TNF cells; activation (protection from cell death), % at 10 µM; actives 0.068% (n = 220,000); AID 463075;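 active = activation, meaning protection from cell death, of at least 50% relative to plate controls; inactive = activation below 50%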;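 note: necroptosis triggered by 40 ng/mL TNF-alpha added together with compound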
TbHK1 inh: T. brucei hexokinase 1 inhibition | inhibition, % at 10 µM | actives 0.11% (n = 220,000) | recombinant TbHK1, G6PDH-coupled NADH A340;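 active = inhibition of 50% or more in the single-dose primary screen; inactive = inhibition below 50%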
PPC-1+TRAIL kill: compounds killing PPC-1 cancer cells with TRAIL present (potentiator screen, no TRAIL-free arm). PPC-1 cells + TRAIL, ATPLite viability luminescence. cell killing (% activity), % at 4 µM. actives 0.41% (n = 220,000);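 active = cell killing above 50% in the first pass at 4 µM, then a duplicate retest at 5 µM averaging 50% or more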;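 note: plate controls were cells with TRAIL plus DMSO for no effect and medium-only wells lacking cells for full effect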
FXIa inh 1536: inhibitors of human coagulation factor XIa; P03951; purified FXIa, Boc-Glu-Ala-Arg-AMC fluorogenic substrate; inhibition, % at 5 µM; actives 0.14% (n = 220,000); AID 798;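 active = inhibition of at least 40%; inactive = inhibition below 40%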;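 note: fluorescence of freed AMC excited at 355 nm; 0% = enzyme without compound and 100% = no enzyme blank; many of its hits are not listed in these tables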
Wee1 stabilizer: human Wee1 degradation inhibition, primary screen; AID 1321; HeLa Luc-Wee1K328M stability, luciferase luminescence; 100% = proteasome inhibitor MG132 effect; actives 1.2% (n = 220,000); reporter increase, % at 5 µM;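 active = activation above the mean of all tested compounds plus 3 SD, set per screening run, cut at about 8.8% in these data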;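 note: cells exposed to compound for 20 h before luminescence read; 0% = DMSO alone and 100% = MG132 at 30 µM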
Target sequence (P30291 whole entry K328M): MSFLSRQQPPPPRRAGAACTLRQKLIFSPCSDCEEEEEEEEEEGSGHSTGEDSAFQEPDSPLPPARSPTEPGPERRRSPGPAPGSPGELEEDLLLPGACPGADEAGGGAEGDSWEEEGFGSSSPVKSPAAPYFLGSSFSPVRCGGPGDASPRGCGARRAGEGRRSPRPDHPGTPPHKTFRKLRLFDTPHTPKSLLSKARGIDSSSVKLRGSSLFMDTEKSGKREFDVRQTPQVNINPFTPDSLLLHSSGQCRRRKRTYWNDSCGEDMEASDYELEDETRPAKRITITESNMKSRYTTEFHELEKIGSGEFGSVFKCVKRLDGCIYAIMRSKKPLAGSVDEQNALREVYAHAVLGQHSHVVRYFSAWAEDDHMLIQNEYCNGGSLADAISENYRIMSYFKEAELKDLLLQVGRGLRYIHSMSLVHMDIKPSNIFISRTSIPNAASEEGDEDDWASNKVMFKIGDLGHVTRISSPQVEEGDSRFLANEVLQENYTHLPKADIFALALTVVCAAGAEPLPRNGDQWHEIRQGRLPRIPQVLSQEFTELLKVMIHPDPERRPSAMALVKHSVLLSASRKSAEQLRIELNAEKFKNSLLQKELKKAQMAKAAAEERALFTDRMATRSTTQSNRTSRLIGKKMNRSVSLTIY
CHOP inh: inhibitors of CHOP induction in ER stress response. CHO-K1 CHOP-promoter luciferase, tunicamycin-induced, 15-18 h. actives 3.8% (n = 220,000). inhibition, % at 10 µM;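 active = compounds that reduced the stress-induced luciferase reporter signal by more than about 70% of percent inhibition, limit read from the data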;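 note: 0% = tunicamycin plus vehicle and 100% = wells without tunicamycin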
L929 necroptosis: blocks zVAD induced death of L929 cells. L929 zVAD necroptosis rescue, ATP luminescence, 24 h; with zVAD 60 µM. viability rescue, % at 10 µM. actives 0.38% (n = 220,000). AID 1377;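 active = activation, scaled between plate controls, above about 75%, limit read from the data; inactive = activation under that limit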;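 note: 0% = zVAD with DMSO and 100% = DMSO alone without zVAD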
FXIIa inh: inhibitors of human coagulation factor XIIa. purified FXIIa, Boc-QGR-AMC fluorogenic substrate, 2 h. inhibition, % at 5 µM. actives 0.3% (n = 220,000); in the data active = inhibition above about 40%;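 note: 0% = enzyme with no compound and 100% = blank without enzyme; many of its hits are not listed in these tables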
EP2 antag: inhibitors of human EP2 prostaglandin E2 receptor | P43116 | C6 glioma cells expressing human EP2, cAMP TR-FRET; cells stimulated with saturating PGE2 | inhibition, % at 25 µM | actives 0.52% (n = 260,000);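 active = percent inhibition above 40 after rounding to a whole number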;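 note: rat C6 glioma host cells with rolipram phosphodiesterase inhibitor present; the protocol text gives 20 µM as final concentration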
Target sequence (P43116 whole entry, looked up): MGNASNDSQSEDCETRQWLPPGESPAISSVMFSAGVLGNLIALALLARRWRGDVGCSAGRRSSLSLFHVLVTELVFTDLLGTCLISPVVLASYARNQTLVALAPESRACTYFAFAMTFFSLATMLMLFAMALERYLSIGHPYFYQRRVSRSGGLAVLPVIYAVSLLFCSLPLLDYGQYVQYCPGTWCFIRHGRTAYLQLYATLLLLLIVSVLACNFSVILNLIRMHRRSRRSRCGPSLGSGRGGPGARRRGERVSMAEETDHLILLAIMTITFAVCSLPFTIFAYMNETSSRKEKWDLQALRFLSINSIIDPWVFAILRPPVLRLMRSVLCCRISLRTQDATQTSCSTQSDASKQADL
The depositor's hits bear a star; x = no result given; & = joins results of further samples; ! = not active in a repeat. Only part of the results is shown; rates above refer to the full screens.

SMILES	TNF necrop inh	TbHK1 inh	PPC-1+TRAIL kill	FXIa inh 1536	Wee1 stabilizer	CHOP inh	L929 necroptosis	FXIIa inh	EP2 antag
CCN1CCCC1CNC(=O)c1ccc(Sc2ccccc2Cl)c([N+](=O)[O-])c1 (stereo not given)	-5.6	1	12	-5	2	60	2.4	4	7
COc1cc2c(cc1OC)C1=C(C#N)CN(CC(=O)O)CN1CC2	-0.5	-26	-8	-2	1	-4	0.0	4	x
COC(=O)C1=C(C)OC(N)=C(C#N)C1c1ccccc1 (stereo not given)	-3.0	-3	8	8	0	-6	-1.0	8	9
COC(=O)CCS(=O)(=O)c1cc(Cl)ccc1Cl	-2.2	6	6	1	0	16	0.0	12	5
COc1ccc(CCN2C(=O)C(O)=C(C(C)=O)C2c2ccccc2OC)cc1OC (stereo not given)	0.5	-29	-2	-1	2	1	0.0	14	11&10
COCCCn1c(SCc2nnc(-c3ccc(OC)c(OC)c3)o2)nnc1-c1ccncc1	-1.1	0	11	-2	-1	12	0.2	7	6
COc1ccc(Cn2ccnc2SCC(=O)Nc2cccc(NC(C)=O)c2)cc1	0.6	0	16	-4	3	9	-0.3	2	7
Cc1ccc(NC(=O)C2c3ccccc3Oc3ccccc32)c(C)c1	0.8	4	7	-11	0	48	0.6	-2	3
COc1ccc(Cn2nnc3c(=O)[nH]c(C4CCN(C(=O)c5ccccc5Cl)CC4)nc32)cc1	0.0	5	19	9	-3	-1	0.2	4	2
O=C(CNC(=O)c1ccc(Br)cc1)N/N=C/c1ccc[nH]1	-0.7	0	5	7	-1	26	x	12	4
Cc1ccsc1C(C(=O)NC1CCCCC1)N(C(=O)Cc1cccs1)C1CC1 (stereo not given)	0.0	3	18	2	-2	6	-0.1	13	-2&11
NC(=O)c1oc2ccccc2c1NC(=O)c1nc2ccccc2s1	-0.6	-9	17	18	0	-3	4.7	22	10
N#Cc1ccc(-c2cccnc2)nc1SCc1ccc(Cl)cc1Cl	-3.5	-8	11	1	7	28	1.1	10	8
Cn1c(N)c(C(=O)COC(=O)Cn2cc(C(F)(F)F)ccc2=O)c(=O)n(C)c1=O	-2.5	0	6	3	-2	-7	0.2	15	5
CC(C)c1cc(-c2cc(C(=O)NCc3ccccc3)on2)nc(NC2CCCC2)n1	1.6	-11	8	3	x	41	1.2	11	10
CC(C)(C)C1CCC(C(=O)OCC(=O)N2CCN(C(=O)c3ccco3)CC2)CC1 (stereo not given)	-0.9	7	-11	0	4	6	0.7	x	15
Cc1onc(-c2c(F)cccc2Cl)c1C(=O)O/N=C(\N)c1ccc([N+](=O)[O-])o1	-23	-36	16	1	-3	8	3.0	5	13
Cc1cc(C)cc(N(CC(=O)Nc2c(C)n(C)n(-c3ccccc3)c2=O)S(C)(=O)=O)c1	1.6	3	-18	10	-3	-18	2.4	28	9
COc1ccc(S(=O)(=O)NCCc2csc(C)n2)cc1C	0.7	8	-9	5	3	19	0.6	2	14
O=C(Nc1ccc(S(=O)(=O)Nc2ncccn2)cc1)c1ccccc1NS(=O)(=O)c1ccc(F)cc1	-0.8	-2	27	-5	-1	18	4.6	-4	18
CCOC(=O)c1ccccc1NC(=S)N1CCC(N2CCCCC2)CC1	0.5	-4	-18	1	-1	17	0.0	10	9
CSc1ccccc1COC(=O)Nc1ccccc1C	0.3	-9	8	1	5	5	0.7	12	13
NS(=O)(=O)c1ccc(CNC(=O)c2cc(-c3ccccn3)nc3ccc(Cl)cc23)cc1	-0.5	-1	18	4	5	-15	0.5	15	12
O=C(NCCN1CCCC1)c1ccc(Cn2c(=S)[nH]c3ccc(Br)cc3c2=O)cc1	4.4	-5	-17	-1	-1	8	2.7	4	4
COc1cc(OC)cc(C(=O)NCC(=O)N2CCC(C)CC2)c1	-0.8	4	x	-13	-2	3	0.1	-8	12
(more compounds)
SMILES	TNF necrop inh	TbHK1 inh	PPC-1+TRAIL kill	FXIa inh 1536	Wee1 stabilizer	CHOP inh	L929 necroptosis	FXIIa inh	EP2 antag
O=C(Cn1ccc(=O)[nH]c1=O)Nc1ccc(C(=O)O)c(O)c1	-1.3	-6	14	3	1	8	-0.1	11	16&8
O=S(=O)(c1ccc(S(=O)(=O)N2CCCN(Cc3ccccc3)C2)cc1)N1CCCCCC1	-4.6	0	12	3	-3	0	0.2	-3	2
O=C(Oc1cccc(Oc2ccccc2)c1)N1CCOCC1	-1.8	-4	13	5	-2	-12	0.0	19	8
CCOc1ccccc1OCC(=O)Nc1ccc(S(=O)(=O)N(C)C)cc1	-2.9	3	7	0	2	24	0.3	5	x
CC(=O)OCC(=O)C1=CCC2C3CCC4=CC(=O)C=CC4(C)C3(F)C(OC(C)=O)CC12C (stereo not given)	5.4	34	x	2	1	-43	5.1	8	3
O=C(CCC(=O)NNC(=O)Cc1ccccc1)NCc1ccccc1	0.8	-3	18	-2	0	19	4.6	9	6
CCC(C)NC(=O)C1c2ccccc2Oc2ccccc21 (stereo not given)	2.4	-14	36	1	2	-6	0.0	-3	2
Cc1ccc(-c2cc(C(=O)Nc3nn[nH]n3)c3ccccc3n2)c(C)c1	-1.3	-3	-4	-4	-2	15	0.0	20	x
CN1C(=O)CC(N2CCN(c3ccccn3)CC2)C1=O (stereo not given)	-2.6	3	8	20	3	-18	0.4	26	9
Cc1ccnc(NC2c3ccccc3C(=O)N2Cc2ccccc2Cl)c1 (stereo not given)	1.1	3	2	6	0	33	0.9	7	10
O=C(Cn1cc(S(=O)(=O)N2CCN(c3ccccc3F)CC2)c2ccccc2c1=O)NCCCN1CCCCCC1	1.1	0	-2	-3	1	27	-0.6	3	6
COc1ccccc1-c1cc(C(F)(F)F)nc(NCc2cccs2)n1	1.7	0	1	8	2	2	0.8	7	6
Cc1ccc(S(=O)(=O)N(C)CC(=O)OCC(=O)N2CCCC2=O)cc1	2.1	1	33	6	0	-19	0.5	3	4
COC(=O)c1ccc(C2=NOC(C)(c3sc(-c4ccccc4)nc3C)C2)cc1 (stereo not given)	1.8	-18	16	-1	x	11	0.3	4	8
C=CCn1cc(C(=O)NCc2ccc3c(c2)OCO3)c(=O)c2cc(S(=O)(=O)N(CC)CC)ccc21	-0.9	-11	23	6	0	19	x	13	5
COCCNC(=O)C1=C(N)C(C(=O)Nc2ccc(C)c(S(=O)(=O)N3CCCCC3)c2)SC1=Nc1ccc(C)cc1C (stereo not given)	-0.2	-17	8	2	-3	62	-0.4	11	9
Cn1c(N)c(C(=O)c2cc(-c3ccncc3)nc3ccccc23)c(=O)n(C)c1=O	-0.9	-7	-3	-3	2	-18	0.5	4	0
C[c-]1[c-](C)[c-](C)[c-](C)[c-]1C.[Fe].c1cc2nccc(N3CCCC3)[c-]2c1 (stereo not given)	-9.6&-17	-26&-18	22	2	x	14&16	-1.6&-0.6	8	55*!
O=C(O)/C=C\C(=O)Nc1ccc(F)c(F)c1F	-1.4	-10	-19	3	1	-5	-0.9	6	6
CCNc1nc(NCC)n2c(SCC(=O)O)nnc2n1	0.1	8	-5	4	4	-7	-0.1	1	8
CC1CC(=O)N(Cc2ccccc2)c2ccccc2N1C=O (stereo not given)	0.0	0	12	-9	1	16	0.6	3	8
Cc1ccc(/C=N/Nc2nc3ccccc3[nH]2)s1	11	-28	1	-5	4	-10	76*	-3	7
CC(=O)Nc1ccc(S(=O)(=O)NCc2csc(C)n2)cc1	-0.2	-3	2	0	-1	21	-0.6	8	-8
CCOc1cc(CO)cc(Br)c1OCC(=O)Nc1ccccc1C	1.2	20	3	-5	3	13	1.1	-6	5
O=C(CSc1ccccn1)Nc1ccc(Br)cn1	5.9	-2	0	3	5	40	-0.1	7	19

3 entries out of the list above, arranged by their value in FXIa inh 1536, highest first.
molecule,TbHK1 inh,FXIa inh 1536,Wee1 stabilizer,CHOP inh,FXIIa inh
Cc1ccc(S(=O)(=O)N(C)CC(=O)OCC(=O)N2CCCC2=O)cc1,1,6,0,-19,3
COCCNC(=O)C1=C(N)C(C(=O)Nc2ccc(C)c(S(=O)(=O)N3CCCCC3)c2)SC1=Nc1ccc(C)cc1C (stereo not given),-17,2,-3,62,11
CCOc1ccccc1OCC(=O)Nc1ccc(S(=O)(=O)N(C)C)cc1,3,0,2,24,5

The list goes on.
SMILES	TNF necrop inh	TbHK1 inh	PPC-1+TRAIL kill	FXIa inh 1536	Wee1 stabilizer	CHOP inh	L929 necroptosis	FXIIa inh	EP2 antag
C=CCn1c(SCC#N)nnc1-c1ccc2ncccc2c1	4.0	-3	2	3	-2	-9	1.4	6	4
Cc1csc(NC(=O)CCc2nc3ccccc3s2)n1	-3.1	-3	-4	5	-1	-10	-0.4	4	10
O=C1C=CC(=O)N1Nc1ccc(Br)cc1	1.6	16	-17	-1	2	-5	0.1	8	8
O=C(CSc1nnc(NC(=O)c2ccccc2C(=O)O)s1)Nc1ccccc1Cl	-0.3	-16	12	0	-1	17	3.5	10	2
CC1CC(C)CN(CC(=O)Nc2ccc3c(c2)OCCO3)C1 (stereo not given)	-0.5	-3	7	-2	-2	-44	-0.3	4	7
CCCCCNC(=O)C1CC(=O)OC12CCCCC2 (stereo not given)	0.3	2	-1	0	0	1	5.1	11	7
Cc1cc(NC(=O)CSc2ncn[nH]2)no1	-0.1	0	3	-1	1	-10	-0.1	4	6
CCOc1ccc(-c2nnn(CC(=O)NCc3ccco3)n2)cc1OCC	-1.0	17	25	2	2	10	-0.1	8	36
COC(=O)C1CCN(C(=O)c2cc3ccccc3oc2=O)CC1	-0.3	-18	10	-3	-2	0	0.8	6	8
COc1ccc(/C=N/NC(=O)CN(C)S(=O)(=O)c2ccc(NC(C)=O)cc2)cc1	0.2	3	12	-1	-2	43	57	9	3
COc1ccc(CC(=O)Nc2ccc(S(=O)(=O)Nc3nccc(C)n3)cc2)cc1	-0.3	-7	17	-3	4	10	-0.2	12	4
Cc1cc(NC(=S)N(CCCN2CCOCC2)Cc2ccco2)ccc1Cl	1.5	-5	29	3	2	9	0.3	7	17
CCOc1ccc2nc(NC(NC(C)=O)(C(=O)OC)C(F)(F)F)sc2c1 (stereo not given)	1.7	1	3	-2	0	4	8.0	-1	2
Nc1ncnc(Nc2cc(C(F)(F)F)cc(C(F)(F)F)c2)n1	-0.3	7	2	1	2	33	0.4	9	4
O=C(N/N=C/c1ccco1)c1cc(-c2ccc(Br)s2)[nH]n1	-1.7	-7	13	-2	0	-12	0.3	-1	12
Cc1cc2c(c(=O)n1Cc1ccccn1)C(C(C)C)C(C#N)=C(N)O2 (stereo not given)	0.1	1	-8	0	-1	45	-0.2	9	9
COc1ccc(NC(=O)OC(CN2CCCCC2)C(F)(F)F)cc1 (stereo not given)	1.7	3	43	0	-1	-27	0.9	6	5
COC(=O)[C@H](Cc1ccccc1)NC(=O)NCC1CCCO1 (stereo not given in full)	-2.8	-16	6	-1	-1	36	0.2	11	2
Cc1cccc(C)c1NC(=S)N(CCc1ccncc1)C(C)C	1.1	-4	5	0	6	-3	-0.4	12	4
C=C(C)CN1C(=O)c2ccccc2C1=O	0.5	4	-28	4	1	31	-0.8	15	8
CCCOC1CCCN(Cc2nc(-c3ccc(C(=O)OC)cc3)no2)C1 (stereo not given)	2.9	5	-1	1	-2	-15	1.2	8	5
C/C(=N\NC(=O)c1ccncc1)c1ccc(N(C)C)cc1	0.4	-59	17	0	-1	22	1.6	7	4
CCN(C(=O)CSc1nnc(Nc2ccccc2C)s1)C1CCS(=O)(=O)C1 (stereo not given)	1.9	0	-10	6	1	4	2.0	8	11

Assay outcomes (PubChem BioAssay)
